IDH1 R132H inh: human IDH1 R132H inhibition; O75874; IDH1-R132H enzyme, NADPH consumption, diaphorase/resazurin fluorescence; Potency, µM (top dose mostly 76.6 µM), for the others: at the highest dose activity change, negative = inhibition, hits mostly inhibitors; 390,000 tested, 0.093% active; also: potency is read from the fitted curve at half-maximal effect; % is scaled to controls: 0 for no effect and ±100 for the full control effect; nearly all actives have a fitted effect of over 65% in size
Target sequence (O75874 whole entry R132H, stated change not applied): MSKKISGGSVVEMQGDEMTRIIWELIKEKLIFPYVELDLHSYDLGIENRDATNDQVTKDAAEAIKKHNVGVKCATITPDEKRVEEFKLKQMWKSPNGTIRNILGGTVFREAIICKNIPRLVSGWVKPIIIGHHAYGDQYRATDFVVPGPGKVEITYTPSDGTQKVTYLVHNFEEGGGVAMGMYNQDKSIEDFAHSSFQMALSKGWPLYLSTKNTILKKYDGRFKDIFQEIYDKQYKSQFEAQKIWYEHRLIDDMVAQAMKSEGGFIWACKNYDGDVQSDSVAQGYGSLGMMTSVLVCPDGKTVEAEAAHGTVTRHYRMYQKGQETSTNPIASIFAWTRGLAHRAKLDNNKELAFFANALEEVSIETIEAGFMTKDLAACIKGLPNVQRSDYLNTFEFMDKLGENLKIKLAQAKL
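IDH1-R132H (0.5 ug/mL dispensed) in pH 7.5 Tris buffer was preincubated 30 min with compound, then given a substrate mix of 0.016 mM NADPH and 2 mM alpha-KG for 80 min at room temperature; remaining NADPH was read by diaphorase/resazurin fluorescence.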
TrxR1 substrate: is turned over as a substrate by rat TrxR1 | Potency, µM (top dose mostly 114 µM), without a hit: top-dose activity change, negative = substrate turnover | O89049 | purified TrxR1 substrate turnover, NADPH consumption readout | 390,000 tested, 0.01% active; also: potency is read from the fitted curve at half-maximal effect; % is scaled to controls: 0 for no effect and ±100 for the full control effect; nearly all actives have a fitted effect of over 50% in size
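Rat TrxR1, dispensed at 90 nM, was prereduced with 400 uM NADPH (final) for 5 min at ~22 deg C, then incubated with compound 15 min before 400 uM selenite. A first-read NADPH fluorescence drop versus no-compound background flagged substrates.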
USP1 inh: USP1/UAF1 (human) deubiquitinase inhibition | Potency, µM (series often up to 57.1 µM), inactives show at the highest dose activity change, negative = inhibition, most hits filed as inhibitors | O94782 | 390,000 tested, 0.23% active | recombinant USP1/UAF1, Ub-Rhodamine cleavage fluorescence; also: potency is read from the fitted curve at half-maximal effect; % is scaled to controls: 0 for no effect and ±100 for the full control effect; nearly all actives have a fitted effect of over 60% in size; inactives centre near -12
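USP1/UAF1 complex at 1 nM was preincubated with compound for 15 min at room temperature, then Ub-Rho substrate (150nM final) was added. Fluorescence (480/540 nm) was read kinetically, 6 reads every 60 seconds.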
Glioma ERSR ind: induces the endoplasmic reticulum stress response in human glioma cells; AID 602332; 420,000 tested, 0.02% active; Potency, µM, for inactives: at the top dose activation, usual class: activators; U87-MG GRP78 promoter luciferase reporter, 16 h; also: potency is read from the fitted curve at half-maximal effect; series mostly up to about 76 µM; % of control where 0% means no effect; nearly all actives have a fitted effect of over 35% in size
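Stably transfected U87-MG human glioma cells carrying a GRP78-based luminescent sensor were seeded at 1000 cells/well, pin-dosed with compounds and incubated 16 h. Luciferase reagent was then added, and end-point luminescence was read after 10 min at room temperature.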
Vif-APOBEC3F blk: blocks the Vif interaction with APOBEC3F; HeLa A3F-eYFP + Vif (tagged APOBEC3F with the HIV-1 protein that degrades it), YFP fluorescence increase; Potency, µM (titrated, usually from 46.1 µM), without a hit: at the highest dose activity, negative = active; 390,000 tested, 0.2% active; AID 602313; also: potency is read from the fitted curve at half-maximal effect; % of control where 0% means no effect; nearly all actives have a fitted effect of over 65% in size
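Fluorescence increase (Ex 488/Em 500-530) after overnight compound treatment at 37 deg C flags inhibition of Vif-driven A3F-eYFP loss in stable HeLa A3F-eYFP/Vif cells seeded overnight beforehand.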
Vif-APOBEC3G blk: Vif-A3G binding inhibition. Q9HC16. HeLa A3G-eYFP + Vif (tagged APOBEC3G with the HIV-1 protein that degrades it), YFP fluorescence, overnight. Potency, µM (highest dose often 46.1 µM), without a hit: at the highest dose activity, negative = active, usual class: inhibitors. 410,000 tested, 0.076% active. AID 602310;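 also: potency is read from the fitted curve at half-maximal effect; % is scaled to controls: 0 for no effect and ±100 for the full control effect; nearly all actives have a fitted effect of over 60% in size; hits raise eYFP signal because A3G escapes Vif-driven loss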
Target sequence (Q9HC16 whole entry, looked up): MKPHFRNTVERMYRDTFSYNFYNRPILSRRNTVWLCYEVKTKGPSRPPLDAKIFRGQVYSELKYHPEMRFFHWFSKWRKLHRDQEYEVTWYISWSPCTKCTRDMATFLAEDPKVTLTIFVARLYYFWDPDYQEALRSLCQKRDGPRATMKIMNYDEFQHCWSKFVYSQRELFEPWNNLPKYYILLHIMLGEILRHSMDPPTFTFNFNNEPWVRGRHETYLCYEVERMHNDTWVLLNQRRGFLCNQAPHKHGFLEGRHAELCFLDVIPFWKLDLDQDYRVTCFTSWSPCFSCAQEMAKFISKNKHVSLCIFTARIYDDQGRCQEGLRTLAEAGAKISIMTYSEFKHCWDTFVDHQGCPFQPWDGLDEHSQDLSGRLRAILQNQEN
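Read-out is eYFP fluorescence (Ex 488/Em 500-530) from Vif-expressing HeLa A3G-eYFP cells; more signal means A3G escaped Vif-mediated degradation. Cells plated overnight, compound pinned in, incubated overnight at 37 deg C.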
LDHA block: LDHA (human) enzyme inhibition. P00338. purified LDHA, NADH/diaphorase-resazurin fluorescence; stronger effect = lower value. activity change, % (values are at about 110 or 230 µM). 480,000 tested, 0.15% active. AID 1347041; in the data active = activity change below about -30%; inconclusive = mostly about -25% to -30%;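 also: plate controls were DMSO wells for no effect and wells without enzyme for full effect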
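Enzyme activity of human lactate dehydrogenase 5 (2 nM; 0.06 mM NADH, 0.2 mM pyruvate, 5 min, RT) is measured via a resazurin/diaphorase fluorescence readout of residual NADH.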
RGS4 inh: blocks human RGS4-accelerated GTP hydrolysis | AID 504845 | Potency, µM (highest dose often 114 µM), for inactives: at the top dose activity change, negative = inhibition, most hits filed as inhibitors | 390,000 tested, 0.039% active | Transcreener GDP fluorescence polarization, RGS4-accelerated GTP hydrolysis | P49798; also: potency is read from the fitted curve at half-maximal effect; % is scaled to controls: 0 for no effect and ±100 for the full control effect; nearly all actives have a fitted effect of over 75% in size; some results filed as inactive show a strong effect at the top dose
Target sequence (P49798 whole entry, looked up): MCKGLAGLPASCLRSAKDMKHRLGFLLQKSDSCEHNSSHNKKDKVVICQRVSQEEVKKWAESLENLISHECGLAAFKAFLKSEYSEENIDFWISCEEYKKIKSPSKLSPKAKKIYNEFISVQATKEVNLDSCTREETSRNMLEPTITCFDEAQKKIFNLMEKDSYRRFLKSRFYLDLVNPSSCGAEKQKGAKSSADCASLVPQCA
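MLSMR compounds (23 nl, pin-transferred) preincubated 10 min at room temperature with a 500nM (2x) first reagent, then RGS4 at 900nM (2x) plus Transcreener GDP mix added; fluorescence polarization (620/688 nm) read before and after 90 min at 30 °C.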
TrxR1 inh: blocks rat thioredoxin reductase 1 | O89049 | 390,000 tested, 1% active | recombinant rTrxR1, NADPH fluorescence consumption, selenite substrate | Potency, µM (doses to about 114 µM), without a hit: at the highest dose activity change, negative = inhibition, hits mostly inhibitors | AID 588453; also: potency is read from the fitted curve at half-maximal effect; % is scaled to controls: 0 for no effect and ±100 for the full control effect; nearly all actives have a fitted effect of over 65% in size
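Rat TrxR1 (90 nM in the dispensed reagent) was pre-reduced with 400 uM NADPH for 5 min at room temperature, then incubated with compound for 15 min. After 400 uM selenite was added, NADPH fluorescence (Ex 340/Em 450 nm) was followed for 8 min.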
The depositor's hits bear a star; u = inconclusive; x = no result given; [ ] = another dose, or the depositor's remark. Unless noted, calls follow the shape of the dose curve; as a rule, active = well fitted curve in the direction sought with a large enough effect; inconclusive = small, poorly fitted or top-dose-only effect, or another doubt; inactive = no such curve, though single readings can be large; an effect the other way counts as inactive or inconclusive. Some of the compounds tested; the hit share may differ from the screen's.

entry	compound	Glioma ERSR ind	TrxR1 substrate	IDH1 R132H inh	RGS4 inh	LDHA block	TrxR1 inh	Vif-APOBEC3G blk	USP1 inh	Vif-APOBEC3F blk
1	O=C(COC(=O)COc1ccc2c(c1)CCC2)Nc1ccccc1C(F)(F)F	1%	1%	7%	-11%	2	-2%	0%	-12%	8%
2	O=C(c1cc2c(=O)n3ccccc3nc2s1)N1CCN(c2cccc(Cl)c2)CC1	-1%	5%	5%	-16%	-1	15%	-7%	-7%	-5%
3	CC(C)(O)P(C)(=O)c1ccccc1 (stereo not drawn)	-1%	-6%	4%	10%	1	-3%	1%	-6%	7%
4	Cn1nnc2c(N3CCN(c4ccccc4)CC3)ncnc21	-3%	-2%[57.1 µM]	0%	1%	-3	15%[57.1 µM]	4%	-39%	1%
5	CC1CCC(NC(=O)CCn2ccc3cc(S(=O)(=O)N4CCCC4)ccc32)CC1 (stereo not drawn)	-2%	6%[57.1 µM]	-6%	-14%[56.9 µM]	-1	22%[57.1 µM]	-10%	-2%	-12%
6	Cc1ccccc1NC(=O)N(CCc1nc2ccccc2[nH]1)Cc1ccccc1	-2%	-4%	3%	-18%	0	-2%	1%	-23%	-10%
7	CC(C)OCCCNc1ncnc2c1nc1n2CCCC1	-3%	9%[57.1 µM]	4%	-3%	-3	9%[57.1 µM]	-1%	1%	-13%
8	O=C(N[C@@H](Cc1ccc(O)cc1)C(=O)O)c1ccc(C(F)(F)F)cc1	-4%	11%[57.1 µM]	-7%	3%	-2	28%	0%	-31%	4%
9	CCCC(c1nnnn1Cc1ccccc1)N1CCC(C(N)=O)CC1 (stereo not drawn)	-3%	-6%[57.1 µM]	13%	-19%	-1	14%[57.1 µM]	0%	-15%	0%
10	C#CCOCCOCCOCCNc1nc(N2CCN(C(=O)[C@H]([C@@H](C)CC)n3cc(CCCN=C(N)N)nn3)CC2)nc(N2CCN(C(=O)[C@H](CCCCN)n3cc(CCCC)nn3)CC2)n1	-3%	9%[57.1 µM]	3%	2%	-2	16%[57.1 µM]	0%	-20%	7%

(cont.)
entry	compound	Glioma ERSR ind	TrxR1 substrate	IDH1 R132H inh	RGS4 inh	LDHA block	TrxR1 inh	Vif-APOBEC3G blk	USP1 inh	Vif-APOBEC3F blk
11	CC(=O)NC(Cc1ccccc1)C(=O)NC1CCN(C(=O)NC2CCCCC2)CC1 (stereo not drawn)	-2%	2%[11.4 µM]	5%	1%	-13	-6%[11.4 µM]	1%	-12%	-17%
12	O=C1NC2c3ccccc3C(=O)N2c2c1cnn2-c1ccccc1 (stereo not drawn)	6%	-10%	4%	5%[11.4 µM]	-1	3%[57.1 µM]	u	-1%	-1%
13	Cc1cc(=O)[nH]c(-c2ccccc2)n1	-19%	-3%	-5%	-5%	-4	12%[57.1 µM]	0%	-20%	-5%
14	Cc1ccc(O)c(C(=O)c2cnc3c(c2)COc2ccccc2-3)c1	-1%	5%	9%	-5%	-6	24%	1%	-11%	x
15	O=c1[nH]c2ccccc2[nH]c1=O	1%	23%	0%	9%[11.4 µM]	-3	21%	-1%	-25%	4%
16	CC(C)Oc1cccc(C(=O)NC(=S)NCc2cccnc2)c1	2%	5%	3%	-5%	-6	-12%	1%	-12%	-5%
17	CCN(CC1CCCN(CCc2cccc(F)c2)C1)C(=O)c1cc2ccccc2o1 (stereo not drawn)	1%	3%	3%	3%	-2	10%	0%	-21%	1%
18	Cc1ccc(C)c(OCC(=O)Nc2ccccc2C(=O)NC2CC2)c1	-4%	2%	0%	13%	-1	14%	3%	-25%	0%
19	Cc1nc(-c2ccc(Cl)cc2)sc1CCNC(=O)c1ccco1	0%	15%[57.1 µM]	12%	-34%	-1	8%[57.1 µM]	-7%	-30%	-5%
20	Cc1ccc(NC(=O)CC2Oc3ccccc3NC2=O)cc1C (stereo not drawn)	3%	8%	7%	-9%	0	30%	-4%	u	0%

Carrying on:
entry	compound	Glioma ERSR ind	TrxR1 substrate	IDH1 R132H inh	RGS4 inh	LDHA block	TrxR1 inh	Vif-APOBEC3G blk	USP1 inh	Vif-APOBEC3F blk
21	c1ccc(-c2nnc3ccc(N4CCC5(CC4)OCCO5)nn23)cc1	2%	5%	7%	14%	-8	10%	2%	-5%	-5%
22	CCC(/C=C1\Oc2ccc(OC)cc2N1C)=C\c1sc2ccccc2[n+]1CCCS(=O)(=O)[O-]	2%	-2%	0%	-52%	2	6%	2%	-22%	u
23	CCN(CC)C(=O)CSC1=C(C#N)C(c2cccs2)C=C(C)N1 (stereo not drawn)	-5%	5%[57.1 µM]	0%	-18%	-4	-9%[57.1 µM]	0%	-7%	-10%
24	COc1ccc(NC(=O)c2cnn(-c3ccc(F)cc3F)c2C2CCN(C(=O)OC(C)(C)C)CC2)cc1Cl	1%	3%	-4%	-24%	7	27%	-3%	-25%	3%
25	O=C(C=Cc1ccccn1)c1ccccc1O	7%	8%[57.1 µM]	-6%	-30%	-1	-70%[57.1 µM]	-8%	10%	6%
26	CCC(=O)OCC(=O)Nc1ncc(C(F)(F)F)cc1Cl	-6%	7%	9%	1%	-3	10%	0%	-7%	0%
27	CC(=O)C1C(c2ccc(OC(F)F)cc2)NC(=O)NC1(O)C(F)(F)F (stereo not drawn)	-3%	6%	2%	-16%	-3	12%	-2%	-11%	1%
28	COc1cccc(-c2cnc(NCc3ccccc3Cl)n2C)c1	4%	8%	20%	6%	-5	13%	u	-12%	-20%
29	Cc1ccc(CNC(=O)c2ccc3c(=O)c(O)c(-c4ccc(C)cc4)[nH]c3c2)cc1	-5%	13%[57.1 µM]	-23%	-7%	-11	20%[57.1 µM]	0%	-25%	-4%
30	Cn1c(N)c(C(=O)c2ccc(Cl)c(S(=O)(=O)N3CCCCCC3)c2)c(=O)n(C)c1=O	-9%	0%	-3%	0%	-10	9%	2%	-19%	-1%

Following part.
entry	compound	Glioma ERSR ind	TrxR1 substrate	IDH1 R132H inh	RGS4 inh	LDHA block	TrxR1 inh	Vif-APOBEC3G blk	USP1 inh	Vif-APOBEC3F blk
31	Cc1ccc(Oc2cc(-n3nc(C)cc3C)ncn2)cc1	3%	3%	8%	-10%	-6	13%	-5%	-21%	-9%
32	CCn1c(SCC(=O)NC2CCCC2)nnc1-c1ccco1	-2%	8%	7%	11%	-5	12%	1%	-23%	-32%
33	CN(CC1CCOCC1)C(=O)CC1C(=O)NCCN1Cc1ccc(F)c(F)c1 (stereo not drawn)	-6%	6%	3%	-1%	11	u	0%	-21%	-1%
34	Cc1cccc(NS(=O)(=O)c2cc3c4c(c2)CCN4C(=O)CC3)c1C	-5%	-4%	0%	4%	-5	10%	1%	-12%	-7%
35	CC1(C)CC(=O)C2=C(C1)OC(N)=C(C#N)[C@@]21C(=O)N(CC(N)=O)c2ccccc21	-2%	3%	-2%	19%	2	11%	-2%	-5%	0%
36	COc1ccc(NC(=O)CN(C)C(=O)COc2ccccc2Cc2ccccc2)cc1	-4%	4%	-2%	12%	-2	38%[activator]	1%	-15%	1%
37	Cn1cccc1C(=O)OCC(=O)NC(=O)c1ccc(Cl)cc1	-5%	5%[57.1 µM]	-1%	-9%	-6	10%[57.1 µM]	1%	-6%	4%
38	COc1ccc(CC(=O)NCCN2CCCC2)cc1	9%	8%	3%	-1%	-3	23%	3%	-4%	-1%
39	O=S1(=O)CCN2N=C(C3CC3)SC2=N1	-4%	-3%[57.1 µM]	3%	2%	-3	33%[57.1 µM]	0%	-6%	5%
40	CCOC(=O)c1cnc2ccc(OCC)cc2c1NCc1ccccc1	-1%	33%	-2%	-4%	7	15%	2%	-25%	-16%

More results follow:
entry	compound	Glioma ERSR ind	TrxR1 substrate	IDH1 R132H inh	RGS4 inh	LDHA block	TrxR1 inh	Vif-APOBEC3G blk	USP1 inh	Vif-APOBEC3F blk
41	COc1ccc(NC(=O)CN(c2ccccc2OC)S(=O)(=O)c2cccs2)cc1Cl	-1%	-3%	7%	21%	-2	22%	-6%	-6%	-15%
42	O=C(NCc1ccncc1)C1CCN(C(=O)c2cccc(Cl)c2)CC1	-5%	5%[57.1 µM]	0%	5%	-6	8%[57.1 µM]	-5%	-1%	-6%
43	CCNC(=O)CSc1nnc(-c2cccc(S(=O)(=O)N(CC)CC)c2)n1CCc1ccccc1	-2%	-5%	4%	u	-8	6%	1%	-5%	1%
44	O=[N+]([O-])c1ccc(Cl)c(S(=O)(=O)Nc2cccc(-c3ccc(N4CCCC4)nn3)c2)c1	3%	-6%	4%	-23%	-1	3%	1%	-25%	1%
45	Cc1cc(=O)oc2cc(OCc3ccc(C(=O)OCC(=O)Nc4ccc(N(C)C)cc4)cc3)ccc12	-3%	7%	6%	-13%	-1	-7%	2%	-7%	2%
46	CCOC(=O)c1c(NC(=O)CSc2nnc(-c3ccco3)o2)sc(C)c1C	-5%	-14%	2%	-43%	-1	-26%	-10%	-22%	3%
47	CCOC(=O)C1CCN(C(=O)CCS(=O)(=O)c2ccc3c(c2)CCN3C(=O)CC)CC1	1%	0%	0%	-31%	-5	12%	2%	-1%	-8%
48	Cc1ccc([C@H]2C(C#N)=C(N)Oc3cc(C)oc(=O)c32)o1	-12%	9%[57.1 µM]	1%	-40%	0	-37%	-6%	-13%	-10%

Source: PubChem
